RTF Ca sens inh – cardiac RTF calcium desensitization; P19429+P45379; IANBD-labeled cardiac RTF, Ca2+ fluorescence; inhibition, % at 7.15 µM; actives 0.12% (n = 340,000); AID 493244;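 active = inhibition above the mean inhibition of all tested compounds plus 3 SD, cut at about 17% in these data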;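 note: assay run at fixed EC70 calcium of 1.6 mM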
CAL PDZ FP-1 – human CAL PDZ-peptide interaction inhibition; purified CAL PDZ, TMR-peptide fluorescence polarization, 1 h; AID 504414; Q9HD26; inhibition, % at 20 µM; actives 0.02% (n = 330,000);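 active = highest replicate inhibition of at least 40%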;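 note: plate controls were DMSO neutral control wells for no effect and unlabeled competitor peptide control wells for full effect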
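Test system: tagged CAL PDZ domain / Buffer or medium: sodium phosphate/NaCl buffer pH 7.4 with TCEP, IgG, Thesit / Reagent: TMR-labelled reporter peptide T*-PRC34 bound in PDZ groove / Compound dosing: single point, 20 µM / Schedule: 1 h incubation at room temperature before polarization reading / Technique: fluorescence polarization (mP) / Benchmarks: unlabelled peptide, DMSO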
NSD2 HMT inh – blocks human histone methyltransferase NSD2. O96028. NSD2 peptide methylation, AlphaScreen, 120 min. inhibition, % at 12.5 µM. actives 0.54% (n = 310,000). AID 743445; in the data active = inhibition above about 50%
Target sequence (O96028 whole entry, looked up): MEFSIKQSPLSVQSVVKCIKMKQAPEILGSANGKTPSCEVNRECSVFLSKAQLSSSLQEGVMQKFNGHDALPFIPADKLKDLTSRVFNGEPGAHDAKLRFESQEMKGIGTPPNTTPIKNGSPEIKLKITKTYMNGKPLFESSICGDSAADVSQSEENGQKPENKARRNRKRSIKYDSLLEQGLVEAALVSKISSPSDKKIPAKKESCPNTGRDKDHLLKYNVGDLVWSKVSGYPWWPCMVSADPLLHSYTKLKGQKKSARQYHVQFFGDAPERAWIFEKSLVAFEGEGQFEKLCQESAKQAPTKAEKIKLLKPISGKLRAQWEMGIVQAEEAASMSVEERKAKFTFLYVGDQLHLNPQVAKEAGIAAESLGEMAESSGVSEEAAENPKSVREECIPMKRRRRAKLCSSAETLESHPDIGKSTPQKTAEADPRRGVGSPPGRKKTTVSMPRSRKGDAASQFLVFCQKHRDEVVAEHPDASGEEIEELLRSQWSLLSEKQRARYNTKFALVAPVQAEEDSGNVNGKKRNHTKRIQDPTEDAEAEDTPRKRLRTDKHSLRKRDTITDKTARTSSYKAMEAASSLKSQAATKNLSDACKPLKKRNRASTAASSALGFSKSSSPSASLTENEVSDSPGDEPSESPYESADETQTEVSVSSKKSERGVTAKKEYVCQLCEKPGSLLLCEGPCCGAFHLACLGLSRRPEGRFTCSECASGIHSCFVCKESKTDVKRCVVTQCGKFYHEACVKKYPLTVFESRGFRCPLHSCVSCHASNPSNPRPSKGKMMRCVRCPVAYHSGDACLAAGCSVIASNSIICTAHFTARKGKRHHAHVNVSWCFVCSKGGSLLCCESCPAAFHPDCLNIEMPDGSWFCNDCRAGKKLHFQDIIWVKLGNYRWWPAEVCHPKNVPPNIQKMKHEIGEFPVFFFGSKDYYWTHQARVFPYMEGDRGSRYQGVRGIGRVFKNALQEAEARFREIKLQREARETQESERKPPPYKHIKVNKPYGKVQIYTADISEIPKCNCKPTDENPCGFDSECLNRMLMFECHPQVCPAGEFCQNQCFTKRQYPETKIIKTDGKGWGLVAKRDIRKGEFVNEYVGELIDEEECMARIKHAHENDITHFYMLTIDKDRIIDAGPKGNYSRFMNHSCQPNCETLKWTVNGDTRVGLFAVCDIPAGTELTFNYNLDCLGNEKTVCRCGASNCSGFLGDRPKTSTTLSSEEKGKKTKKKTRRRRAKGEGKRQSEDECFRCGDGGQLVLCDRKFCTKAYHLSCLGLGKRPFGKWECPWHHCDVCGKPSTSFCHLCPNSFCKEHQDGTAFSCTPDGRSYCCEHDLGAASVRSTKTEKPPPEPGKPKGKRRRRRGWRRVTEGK
Keap1 Nrf2 FP – Keap1-Nrf2 (human) interaction inhibition; Keap1 Kelch-Nrf2 peptide fluorescence polarization, 1536-well; inhibition, % at 9.4 µM; actives 0.15% (n = 340,000); in the data active = inhibition above about 12%;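 note: human Keap1 Kelch domain with fluorescein labeled Nrf2 9mer peptide probe; 0% = neutral control wells and 100% = peptide positive control; higher means more block of Keap1 binding to Nrf2 peptide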
DAGLB inhibitor – diacylglycerol lipase beta (human) inhibition. actives 0.059% (n = 340,000). HEK293T DAGLB membrane lysate, EnzChek fluorogenic substrate. inhibition, % at 5.17 µM. Q8NCG7. AID 504411; in the data active = inhibition above about 34%;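 note: 0% = enzyme with vehicle and 100% = wells lacking enzyme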
Arrestin-AP2 inh – inhibitors of human beta-arrestin and AP2 interaction | FITC-arrestin peptide / GST-AP2 beads, flow cytometry; AP2 beta2 appendage carries R879A mutation | inhibition, % at 10 µM | actives 0.31% (n = 340,000) | AID 504490;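 active = inhibition above a set limit, near 3 SD of compounds lacking own fluorescence, cut at about 54% in these data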;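 note: plate controls were DMSO wells for no effect and 5 µM unlabelled arrestin peptide for full effect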
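System: GST-AP2 R879A glutathione beads | Also added: FITC-arrestin peptide, 50 nM | Times: 12 min plus 1 h, RT | Signal: Bead flow cytometry, FITC channel | Buffer or medium: PBS with 0.05% Tween 20 and 0.1% BSA | Read-out basis: Percent drop in bead-associated FITC signal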
Pemphigus Ab inh – human desmoglein-3 autoantibody binding inhibition. DSG3-coupled beads, scFv-anti-DSG3-GFP binding, flow cytometry; active compounds read low. binding (percent of control), % at 10 µM. actives 0.48% (n = 310,000);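 active = binding more than 3 SD below its plate's average and above zero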;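 note: hits lower antibody fragment binding to DSG3; some compounds called inactive have numbers as strong as hits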
V-ATPase pHluor – yeast V-ATPase proton transport regulation by pHLuorin; S. cerevisiae, pHLuorin cytosolic pH fluorescence; response, % at 10 µM; actives 0.37% (n = 350,000); AID 504577; in the data active = response mostly above about 7.3%, no sharp cut-off; inactive = mostly below about 5.4%; note: actives read high; inactives centre near 0; some compounds called inactive have numbers as strong as hits
C-LANA FP – blocks KSHV LANA C-terminal domain binding to DNA. MBP-C-LANA/FAM-LBS DNA binding, fluorescence polarization. inhibition, % at 9 µM. actives 0.078% (n = 340,000). AID 504423;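 active = highest replicate inhibition at or above 60% at 9 µM, even if other replicates fall short; inactive = all replicates below 60% inhibition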;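 note: 0% = neutral control wells and 100% = 4 µM acridine orange control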
CAL PDZ FP-2 – inhibitors of human CAL PDZ peptide binding; Q9HD26; actives 0.92% (n = 300,000); inhibition, % at 24.9 µM; AID 602252; purified CAL PDZ, TMR-peptide fluorescence polarization, 1 h;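 active = mean inhibition of at least 30% with at least half of replicates also reaching 30%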;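 note: 0% = DMSO neutral control and 100% = excess unlabeled competitor peptide PRC23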
Numbers without * were called inactive; . = not tested or not shown.

SMILES	RTF Ca sens inh	CAL PDZ FP-1	NSD2 HMT inh	Keap1 Nrf2 FP	DAGLB inhibitor	Arrestin-AP2 inh	Pemphigus Ab inh	V-ATPase pHluor	C-LANA FP	CAL PDZ FP-2
CC1(C)Cc2c(sc(NC(=O)C(=O)N3CCCC3)c2C#N)CO1	-11	0.1	-6	1	3	36	98	0	1.9	-4
Nc1cc(=O)[nH]c(SCc2ccccc2Cl)n1	4	-1.2	-1	3	0	-18	111	1	-0.6	-3
COc1ccc(C2C(C#N)=C(N)Oc3c2c(C)nn3-c2ccccc2)cc1Cn1nc(C)c([N+](=O)[O-])c1C (configuration not stated)	-1	-1.4	.	-2	7	1	89	-1	0.4	1
COc1ccc(Cl)cc1NS(=O)(=O)c1c(C)nc2sccn2c1=O	-11	-0.3	.	-1	2	8	101	-1	-1.1	.
O=C(/C=C/c1ccco1)NCCc1ccccc1	0	-1.9	.	-7	0	18	96	1	0.2	0
Cc1ccc(NC(=O)Cn2c3ccc(F)cc3c3nc4n(c(=O)c32)CCS4)cc1F	0	-0.9	.	-4	0	12	63	-2	0.7	-4
CC1CCN(CC(=O)NC2CCCCC2)CC1	-2	-14	-1	1	-5	2	113	-3	0.3	-4
COc1cc(C(=O)OCCN2CCCCC2)ccc1O	-8	-1.3	0	-4	1	3	105	-4	-2.3	2
COC(=O)Cc1ccc(NC(=S)NCCSc2ccc(C)cc2)cc1	-13	-1.5	3	-2	-4	-6	92	7	-1.8	-5
CCOC(=O)C1CCN(C(=O)c2ccc3c(=O)n4nc(Nc5ccccc5CC)sc4nc3c2)CC1	.	.	0	.	-4	.	104	-4	.	.
CN(C(=O)CSc1ncnc2sccc12)C1CCCCC1	0	0.1	-2	3	2	-6	110	-2	-3.1	-6
O=C(CN1C(=O)c2ccc([N+](=O)[O-])cc2C1=O)Nc1nccs1	-6	-0.6	1	-2	-1	10	120	4	-2.1	2
Cc1ccc(NC(=O)NC2(C(=O)NCc3ccco3)CCCCC2)cc1	-10	-1.1	0	2	0	12	.	-1	-0.3	-2
N#Cc1ccc(C(=O)N2CCN(S(=O)(=O)c3ccc(Cl)s3)CC2)cc1	4	-1.8	1	3	-3	-7	87	0	-0.3	5
O=C(Nc1ccc(OC(=O)c2cccnc2)cc1)c1cccnc1	2	.	1	2	1	2	105	2	1.4	-1
CN1C(=O)NC(c2ccc(O)cc2)C(C(=O)c2cccs2)C1(O)C(F)(F)F (configuration not stated)	-2	-0.3	.	-1	1	18	106	0	2.6	-2
COc1cc(C)c(Cl)cc1S(=O)(=O)NCCN1CCOCC1	-7	0.2	-1	-8	-2	-3	94	-3	-0.3	-6
CCOc1ncccc1C(=O)Nc1nnc(C)s1	0	1.1	-1	1	2	17	99	-1	1.7	-1
Cc1cc(=O)n2c3ccccc3n(CC(O)CN3CCN(Cc4ccccc4)CC3)c2c1C#N (configuration not stated)	2	-1.8	1	-2	2	16	.	2	-3.1	-4
C=CCOC(=O)C1=C[C@H](c2coc3ccccc3c2=O)[C@@H](CCCO)[C@H](OCC)O1	-10	-0.1	.	-2	1	-6	98	-2	-0.7	-3
Cc1cc(C)n2nc(C(=O)NCCc3ccccc3)nc2n1	-13	-0.8	-1	5	1	12	.	-2	0.3	-3
S=c1[nH]nc(-c2ccccn2)n1/N=C/c1cccc(Cl)c1	-1	-0.1	.	-4	-1	-24	104	-2	0.7	.
COc1ccc(NC(=O)c2sc(Cl)nc2-c2ccccc2)cc1	-3	-1.2	-1	-2	-1	-1	101	2	0.5	-5
CCOc1ccc(/C=N/NC(=O)C(O)c2ccccc2)c(O)c1 (configuration not stated)	4	-1.1	-3	0	0	4	122	-2	-1.2	-2
Cc1cc(C)nc(NS(=O)(=O)c2ccc(NC(=O)c3cccc(N4C(=O)CCC4=O)c3)cc2)n1	-5	-0.6	10	-5	-1	11	106	2	0.1	0
CCN(CC)C(=O)[C@H]1CC(CC(=O)NC(C)(C)C)C(=O)N2CCc3c([nH]c4ccc(OC)cc34)[C@]12C (some centres not stated)	-3	-1.7	.	3	0	7	105	-4	-1.8	-1
COc1cccc(OCc2cc(C(=O)N3CCN(c4ccccc4OC)CC3)no2)c1	1	-1.2	0	-7	-2	23	.	9	-1.2	2
Cc1cc(-c2ccccc2)nc(SCc2ccc(C(=O)O)cc2)n1	0	-1.5	1	1	2	5	101	2	0.2	0
Cc1cccnc1NC(=O)CN1C(=O)NC(C)(c2ccc3ccccc3c2)C1=O (configuration not stated)	2	-1.2	3	-6	3	2	103	-4	0.2	-3
Cc1ccc(NC2CCCN(C(=O)CCN3CCCCO3)C2)cc1C (configuration not stated)	-2	0.9	1	-3	1	-10	102	7	-1.4	62*
COc1ccc(CCN=CC2=C(O)CC(C)(C)CC2=O)cc1	-10	-1.2	-4	1	0	10	105	-2	22	-1
COc1ccccc1N1CCN(C(=O)c2cc3cc(F)ccc3[nH]2)CC1	-14	-0.2	1	-7	-4	21	106	2	0.3	-1
Cc1ccc2oc(C(F)(F)C(F)F)cc(=O)c2c1	-11	0.5	14	1	0	21	112	0	-0.6	-1
CCOc1ccc(OCC)c(NC(=O)CN2CCN(c3cccc(C)c3C)CC2)c1	6	-2.9	0	0	-4	-3	105	1	0.2	-2
C#CCOCCOCCOCCNc1nc(N2CCN(C(=O)C(Cc3ccc(O)cc3)n3cc(C(N)CC(C)C)nn3)CC2)nc(N2CCN(C(=O)C(Cc3ccc(O)cc3)n3cc(C(N)C(C)CC)nn3)CC2)n1 (configuration not stated)	1	-0.4	.	-6	2	0	111	2	-1.2	-1
COC(=O)C1=C(C)NC(C)=C(C(=O)OC)C1c1ccc(N(C)C)cc1	-9	-3.4	5	-4	2	29	104	-1	-0.3	-2
O=C(CNCC1CCCCC1)Nc1ccc(OC(F)(F)F)cc1	-19	0.1	.	-7	-6	-5	125	1	-1.7	-4
O=C1c2ccccc2C(=O)N1c1nc2nccc(-c3ccccc3)n2n1	-5	-0.8	0	-6	-1	-6	104	-3	1.6	-19
Cc1ccc(OCCNC(=O)c2cncc(Br)c2)cc1C	-6	-0.5	12	0	-6	9	98	0	-0.1	1
COCCNC(=O)C(c1ccc(C)o1)N(CC1CCCO1)C(=O)Cn1nnc2ccccc21 (configuration not stated)	-11	-0.6	1	-3	-2	-4	96	2	0.1	0
CCc1cc(C(=O)NCC(c2ccc(OC)cc2)N2CCOCC2)sc1C (configuration not stated)	-1	-0.2	10	.	3	1	103	4	.	0
CN(Cc1ccc(F)cc1)C(=O)CCc1nnc(-c2ccccc2)o1	-3	-1.4	0	3	1	-20	101	2	-0.7	.
O=C(Nc1cccnc1Cl)C1=NN(c2ccccc2)C(=O)CC1	3	-1.2	-2	-3	-7	23	.	1	-1.5	-6
Cc1cccc(-n2c(C)cc(/C=N/NC(N)=S)c2C)c1	4	0.1	-1	0	4	-2	115	5	-0.6	-1
Cn1c(C(=O)O)c(CC(=O)NCC2COc3ccccc3O2)c2ccccc21 (configuration not stated)	-14	-0.9	-1	5	1	-7	.	2	2.6	-5
CC(=O)Nc1ccc(/C=N/NC(=O)CCN2CCN(c3ccccc3)CC2)cc1	-9	-0.4	-5	-1	-1	7	101	0	-0.2	6
COC(=O)c1ccc(/C=N/OCC(=O)NC2CCCC(C)C2C)cc1 (configuration not stated)	-1	.	-3	-5	-4	-9	97	-2	0.8	-5
O=C1/C(=C/c2ccncc2)Oc2cc(OS(=O)(=O)c3ccccc3)ccc21	7	0.1	3	-2	6	5	97	-1	0.6	-2

Entries of single compounds from above:
O=C(CNCC1CCCCC1)Nc1ccc(OC(F)(F)F)cc1 is entered as RTF Ca sens inh = -19; CAL PDZ FP-1 = 0.1; NSD2 HMT inh = .; Keap1 Nrf2 FP = -7; DAGLB inhibitor = -6; Arrestin-AP2 inh = -5; Pemphigus Ab inh = 125; V-ATPase pHluor = 1; C-LANA FP = -1.7; CAL PDZ FP-2 = -4
CC(=O)Nc1ccc(/C=N/NC(=O)CCN2CCN(c3ccccc3)CC2)cc1 is entered as RTF Ca sens inh = -9; CAL PDZ FP-1 = -0.4; NSD2 HMT inh = -5; Keap1 Nrf2 FP = -1; DAGLB inhibitor = -1; Arrestin-AP2 inh = 7; Pemphigus Ab inh = 101; V-ATPase pHluor = 0; C-LANA FP = -0.2; CAL PDZ FP-2 = 6

(continued)
SMILES	RTF Ca sens inh	CAL PDZ FP-1	NSD2 HMT inh	Keap1 Nrf2 FP	DAGLB inhibitor	Arrestin-AP2 inh	Pemphigus Ab inh	V-ATPase pHluor	C-LANA FP	CAL PDZ FP-2
O=C(Nc1ccccc1N1CCOCC1)C1CCN(S(=O)(=O)c2cccc(C(F)(F)F)c2)CC1	-1	-2.1	-3	-6	-4	-1	124	7	-0.5	0
O=C(O)CCNC(=O)/C(=C\c1ccco1)NC(=O)c1ccco1	-14	-1.0	-2	1	0	-29	107	0	1.3	-3
CN(C)S(=O)(=O)c1ccc(-c2csc(-c3cccnc3)n2)cc1	-4	-3.1	-3	-2	-1	48	98	-4	0.6	-3
CC(C)(C)OC(=O)N[C@H](C(=O)OC(C)(C)C)c1ccc2c(c1)OCO2	0	-0.2	.	0	-7	-1	104	-1	0.6	-3
O=C(NN1CCOCC1)c1cc(-c2ccccc2)nc2ccccc12	-8	-1.2	.	1	3	-8	97	3	0.4	-1
COC(=O)CNC(=S)NC(=O)c1ccc(C(C)(C)C)cc1	0	-0.5	-2	-4	-5	11	113	4	0.4	.
COc1ccc(N2CCN(C(c3cccs3)C(C)NC(=O)c3ccc4c(c3)OCO4)CC2)cc1 (configuration not stated)	8	-2.9	.	-4	-1	11	103	-1	1.9	-1
CC(=O)Nc1ccc(S(=O)(=O)N[C@@H](C)C(=O)OCC(=O)Nc2ccc3c(c2)OCCO3)cc1	-2	-0.2	15	-2	2	2	102	11	0.0	.
Cc1noc(C)c1S(=O)(=O)N1CCCC(C(=O)NCCc2ccc(Cl)cc2)C1 (configuration not stated)	-2	-0.4	.	-1	-1	0	106	-1	1.7	-2
C=CCNC(=O)C(=O)c1cccn1-c1ccsc1C(=O)OC	-2	.	3	3	0	2	102	-5	0.1	8
COC(=O)C(=O)C1CCc2c(Cl)cc(OC)c(OC)c2C1=O (configuration not stated)	-3	-0.2	.	-1	1	6	92	-3	2.9	1
Cc1ccc(S(=O)(=O)NCC2CCCO2)cc1[N+](=O)[O-] (configuration not stated)	3	0.1	0	-4	0	12	104	1	-0.7	-4
CCOc1ccc(/C=N/NC(=O)CCC(=O)Nc2ccc(F)cc2)cc1	-3	-0.3	24	-3	-2	13	107	-2	-0.4	1
CSCCC(N=C1NS(=O)(=O)c2ccccc21)C(=O)NCc1ccccc1F (configuration not stated)	-6	-1.5	-1	-1	1	-13	93	4	-1.6	-3

Some of the compounds tested; count on the stated rates, not on these rows.
